CCT modulator = High-Throughput Screening for Modulators of Cytosolic Chaperonin Activity; AID 651819, 2012; hit rate 0.3% among 360,000; activity change, % (test concentration not listed), hits read low; purified chaperonin ATPase assay, HTRF ADP detection, 30 min; in the data active = activity change below about -30%; also: % is scaled to controls: 0 for no effect and ±100 for the full control effect
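Nucleotide hydrolysis assay: TRiC at 20–40 nM final (set by batch activity) with 10 uM ATP, 30 min at 37 °C, in presence of 76 uM compound. Detection by competitive ADP HTRF, 30 min ambient.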
Nrf2 inh = Nrf2 qHTS screen for inhibitors | A549 ARE-Fluc reporter, luciferase luminescence, 18-24 h | Potency, µM (top dose mostly 46 µM), for the others: at the highest dose activity change, negative = inhibition, usual class: inhibitors | hit rate 2.1% among 360,000; also: potency is read from the fitted curve at half-maximal effect; % is scaled to controls: 0 for no effect and ±100 for the full control effect; nearly all actives have a fitted effect of over 60% in size
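A549 ARE_Fluc cells, 5000/well, 5% FBS OPTI-MEM; compounds in dose-response, 18-24 h at 37 °C/5% CO2; CellTiter-Fluor viability read (Ex 405/Em 525), then BugLite luciferase luminescence = Nrf2 activity.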
TGFb inhibitor = qHTS for Inhibitors of TGF-b. hit rate 1.2% among 410,000. HepG2 CAGA-GFP TGF-b/SMAD3 reporter, GFP fluorescence, 18 h; TGF-beta stimulated, 500 pg/mL final. Potency, µM (top dose mostly 46.1 µM), for the others: at the highest dose activity, negative = inhibition, hits mostly inhibitors. AID 588855, 2011; also: potency is read from the fitted curve at half-maximal effect; % is scaled to controls: 0 for no effect and ±100 for the full control effect; nearly all actives have a fitted effect of over 65% in size
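Inhibition of TGF-beta-driven CAGA-GFP reporter expression in HEPG2 cells is measured by cellular GFP fluorescence after 18 h stimulation with 500 pg/mL recombinant TGF-beta in 1% FBS medium at 37 degrees C.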
A549 tox = Nrf2 qHTS screen for inhibitors: counterscreen for cytotoxicity; A549 ARE-Fluc cells, CellTiter-Fluor viability, 18-24 h; Potency, µM (titrated, usually from 46 µM), for inactives: at the top dose activity change, negative = cytotoxicity, hits mostly inhibitors; hit rate 0.16% among 390,000; AID 504648, 2011; also: potency is read from the fitted curve at half-maximal effect; % is scaled to controls: 0 for no effect and ±100 for the full control effect
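A549 ARE-Fluc cells in 5% FBS OPTI-MEM, 5000 cells/well, rested 2 h then exposed to compounds in concentration-response for 18-24 h at 37 °C. Viability by CellTiter-Fluor fluorescence (Ex 405/Em 525) after 30 min; luciferase luminescence (BugLite, 15 min, RT) read afterwards.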
EPAC2 agonist = qHTS for Agonist of cAMP-regulated guanine nucleotide exchange factor 4 (EPAC2): primary screen. Rap guanine nucleotide exchange factor 4 (Homo sapiens), Q8WZA2. EPAC2 activation, biochemical qHTS; response scale: 100% = 6.5 mM cAMP response. Potency, µM (top dose mostly 154 µM), without a hit: top-dose activation, most hits filed as activators. hit rate 0.079% among 360,000. AID 720711, 2013; also: potency is read from the fitted curve at half-maximal effect; nearly all actives have a fitted effect of over 50% in size
Target sequence (Q8WZA2 whole entry, looked up): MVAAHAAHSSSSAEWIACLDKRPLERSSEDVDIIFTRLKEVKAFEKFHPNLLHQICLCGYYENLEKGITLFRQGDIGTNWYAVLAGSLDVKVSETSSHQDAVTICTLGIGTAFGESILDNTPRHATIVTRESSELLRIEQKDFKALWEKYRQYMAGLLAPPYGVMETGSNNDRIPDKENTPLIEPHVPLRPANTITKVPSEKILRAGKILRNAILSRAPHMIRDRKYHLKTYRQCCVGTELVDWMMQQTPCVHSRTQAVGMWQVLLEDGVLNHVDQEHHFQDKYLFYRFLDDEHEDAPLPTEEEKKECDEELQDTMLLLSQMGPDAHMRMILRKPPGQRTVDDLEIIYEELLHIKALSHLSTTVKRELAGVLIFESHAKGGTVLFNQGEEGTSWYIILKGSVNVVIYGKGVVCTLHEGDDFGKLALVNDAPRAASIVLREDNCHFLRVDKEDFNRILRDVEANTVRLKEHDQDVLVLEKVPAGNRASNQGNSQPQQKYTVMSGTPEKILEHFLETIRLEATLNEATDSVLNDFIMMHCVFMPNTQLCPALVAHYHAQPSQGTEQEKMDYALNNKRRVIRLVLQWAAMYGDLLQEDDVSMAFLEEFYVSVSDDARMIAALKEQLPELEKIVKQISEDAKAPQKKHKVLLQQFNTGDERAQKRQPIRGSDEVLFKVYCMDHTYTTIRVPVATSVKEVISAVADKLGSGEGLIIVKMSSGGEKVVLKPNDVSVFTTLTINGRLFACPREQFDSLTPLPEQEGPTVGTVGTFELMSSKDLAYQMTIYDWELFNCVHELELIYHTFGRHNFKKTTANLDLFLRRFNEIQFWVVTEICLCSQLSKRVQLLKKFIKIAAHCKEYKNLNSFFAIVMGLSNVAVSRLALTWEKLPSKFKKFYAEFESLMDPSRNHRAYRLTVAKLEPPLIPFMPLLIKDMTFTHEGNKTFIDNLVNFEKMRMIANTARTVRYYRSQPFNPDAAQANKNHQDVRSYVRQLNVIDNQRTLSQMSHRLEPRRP
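Each well held 100 nM EPAC2, 250 nM RAP1B-BODIPY-GDP and 50 uM GDP. Fluorescence, read at 5-min intervals to 30 min, was referenced to a 6.5 mM cAMP positive control.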
pAkt inh = HTS Assay for Inhibitors of Akt Phophorylation: Primary Screen | Neuro2A IGF-stimulated pAkt S473 HTRF, 20 min; active compounds read low | activity change, % for hits at 50 µM | hit rate 0.32% among 360,000 | AID 651550, 2012; in the data active = activity change below about -80%; inconclusive = mostly about -51% to -80%; also: % is scaled to controls: 0 for no effect and ±100 for the full control effect
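Single-point screen (50 µM final compound) in Neuro2A cells stimulated 20 min with 6 nM IGF at 37 deg C. After lysis, Ser473-phosphorylated Akt read by HTRF (ex 330 nm, em 615/665 nm) as the 665/615 ratio.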
Mm-Cpn inhibitor = Inhibitors of TCP-1 ring complex (TRiC) of Methanococcus maripaludis (MmCpn): qHTS. AID 504842, 2011. hit rate 0.031% among 330,000. Potency, µM (series often up to 76.9 µM), inactives show at the top dose activity, negative = inhibition, most hits filed as inhibitors. purified Mm-Cpn ATPase, ADP Transcreener TR-FRET; also: potency is read from the fitted curve at half-maximal effect; % is scaled to controls: 0 for no effect and ±100 for the full control effect; nearly all actives have a fitted effect of over 80% in size
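25 nM Mm-CPN + cpd, 10 min 37°C; + 10 uM ATP, 30 min 37°C; buffer 30 mM Tris pH 7.4, 100 mM KCl, 5 mM MgCl2, 1 mM DTT; Transcreener ADP HTRF detection 30 min RT.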
Nrf2 activator = qHTS of Nrf2 Activators | AREc32 ARE-luciferase reporter (MCF7-derived line), luminescence, 24 h | Potency, µM (highest dose often 46.1 µM), for the others: top-dose activation, hits mostly activators | hit rate 0.31% among 410,000; also: potency is read from the fitted curve at half-maximal effect; % of control where 0% means no effect; nearly all actives have a fitted effect of over 65% in size
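AREc32 cells carrying an ARE-driven firefly luciferase, 1000 cells/well in OPTI-MEM with 5% FBS, dosed after overnight attachment and incubated 24 hr at 37 deg C. Steady-Glo luminescence read after 30 min at RT.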
EPAC2 antag = qHTS for Antagonist of cAMP-regulated guanine nucleotide exchange factor 2 (EPAC2): primary screen; Potency, µM (titrated, usually from 114 µM), for inactives: at the top dose activity, negative = inhibition, hits mostly inhibitors; AID 720708, 2013; Rap guanine nucleotide exchange factor 4 (Homo sapiens), Q8WZA2; hit rate 0.18% among 360,000; EPAC2 GEF exchange of Rap1B-BODIPY-GDP, fluorescence; also: potency is read from the fitted curve at half-maximal effect; % is scaled to controls: 0 for no effect and ±100 for the full control effect; nearly all actives have a fitted effect of over 45% in size; many of its hits are not listed in these tables
Starred values were filed as active, the others as inactive; i = inactive; u = inconclusive; x = not tested or not shown; [ ] = dose if it differs, or a comment. Unless noted, calls follow the shape of the dose curve; as a rule, active = well fitted curve in the direction sought with a large enough effect; inconclusive = small, poorly fitted or top-dose-only effect, or another doubt; inactive = no such curve, though single readings can be large; an effect the other way counts as inactive or inconclusive.

SMILES	CCT modulator	Nrf2 inh	TGFb inhibitor	A549 tox	EPAC2 agonist	pAkt inh	Mm-Cpn inhibitor	Nrf2 activator	EPAC2 antag
COc1cccc(CNC(=O)C2CCCN(c3cnccn3)C2)c1 (configuration not stated)	1.9	16%	7%	7%	-3%	i	0%	0.4%	18%
CCCn1c(N)c(N(CCOC)C(=O)c2ccc(-c3ccccc3)cc2)c(=O)[nH]c1=O	-2.8	-27%	0%	4%	1%	i	1%	-0.9%	-5%
Cc1noc(C)c1S(=O)(=O)N(CC(=O)NCc1ccc(F)cc1)c1ccc(C(C)C)cc1	1.6	18%	-2%	4%	-12%	i	-1%	-0.4%	-4%
COc1ccc(C(=O)Nc2ccc(S(=O)(=O)N3CCN(C)CC3)cc2)cc1[N+](=O)[O-]	-10	-3%	-11%	3%	4%	i	-8%	0.1%	-3%
Cc1nn(-c2ccccc2)c(C)c1N	-1.0	0%	1%	3%	1%	i	1%	-0.7%	9%
COc1ccccc1CNC(=O)C1CCCN(S(=O)(=O)c2cnc[nH]2)C1 (configuration not stated)	0.4	12%	3%	-1%	9%	i	-4%	0.0%	7%
Cc1noc(/C=C/N(C)C)c1S(=O)(=O)N(C)Cc1ccc(F)cc1	-0.9	-7%	-16%	6%	9%	i	-7%	-0.7%	-6%
CC1(C)CC(NS(=O)(=O)c2ccccc2)CC(C)(C)N1	-1.9	12%	2%	-3%	13%	i	0%	-0.3%	-2%
COC(=O)c1scc(S(C)(=O)=O)c1-n1cccc1	-0.5	1%	7%	1%	6%	i	2%	-0.2%	20%
CN(C)S(=O)(=O)c1cccc(NC(=O)COC(=O)CNC(=O)c2ccccc2F)c1	-1.6	13%	1%	1%	3%	i	2%	-0.4%	3%
CC12CC3CC(C)(C1)CC(C(=O)NC1=NCCS1)(C3)C2	-1.7	-26%	-28%	-5%	4%	i	-2%	-0.1%	13%
COc1cc(C2CC(=O)Oc3cc(C)cc(C)c32)cc(OC)c1OC (configuration not stated)	-2.2	1%	-20%	6%	17%	i	0%	-0.9%	u
CCOC(=O)c1c(NC(=O)CSc2nc3ccccc3[nH]2)sc2c1CC(C)(C)NC2(C)C	-0.6	2%	2%	-7%	7%	i	-1%	4.1%	13%
CC1=Nc2ccccc2/C1=C/c1c(N)n2c(S(=O)(=O)CC(C)C)nsc2nc1=O	-2.9	-5%	-18%	u	-40%[inhibitor]	i	1%	-0.9%	u
CC1=CC(C)C(C(=O)O)C(C(=O)O)C1 (configuration not stated)	-2.6	x	7%	9%	9%	i	2%	-0.1%	0%
O=C(O)C1CCCCC1C(=O)NCCc1cccc(Cl)c1 (configuration not stated)	2.3	u	-10%	x	2%	i	0%	-0.3%	-7%
O=C(COC(=O)c1ccc(Cl)nc1)NNC(=O)c1ccc(Br)cc1	0.3	3%	2%	1%	5%	i	-6%	-0.2%	10%
Cc1ccccc1OCC(=O)Nc1ccc2[nH]ncc2c1	-6.5	-3%	-5%	1%	5%	i	0%	-0.1%	12%
CC(NC(=O)c1ccccc1Cl)c1ccc(-n2ccnc2)cc1 (configuration not stated)	-0.9	31%	-7%	3%	4%	i	x	0.0%	3%
C#CCOCCOCCOCCNc1nc(N2CCN(C(=O)[C@H]([C@@H](C)CC)n3cc(CCCN=C(N)N)nn3)CC2)nc(N2CCN(C(=O)[C@H]([C@@H](C)CC)n3cc(CCC(=O)O)nn3)CC2)n1	-1.0	8%	16%	-2%	1%	i	x	0.3%	12%
O=C(Cc1ccccc1)NCc1ccncc1	-2.3	-4%	4%	-2%	-10%	i	0%	-0.6%	0%
CCOC(=O)C1CC(c2ccccc2)=NNC1=O (configuration not stated)	-3.0	1%	4%	-3%	-2%	i	1%	0.3%	1%
Cc1cc(C)c2oc(-c3cccc(NC(=O)c4ccc(-c5cccc([N+](=O)[O-])c5)o4)c3)nc2c1	x	8%	24%	-6%	x	x	x	0.9%	x
Cc1cccc(NC(=O)NCc2ccc3c(c2)cc(C)n3C)c1	-0.9	7%	9%	-6%	-4%	i	u	0.0%	20%
COc1ccccc1CCCNC(=O)C1CCC(=O)N(CCN2CCOCC2)C1 (configuration not stated)	0.7	3%	6%	0%	-5%	i	0%	-0.5%	3%
SMILES	CCT modulator	Nrf2 inh	TGFb inhibitor	A549 tox	EPAC2 agonist	pAkt inh	Mm-Cpn inhibitor	Nrf2 activator	EPAC2 antag
CCOC(=O)C1CCCN(C(=O)c2ccc3c(c2)OCO3)C1 (configuration not stated)	1.1	-5%	1%	1%	3%	i	0%	1.8%	7%
COc1cccc(OCCNC(=O)c2ccccc2Sc2ccccc2C#N)c1	-0.1	u	0%	0%	-7%	i	1%	-0.1%	-6%
CC(=O)C(Cc1cccc(F)c1)(Cc1cccc(F)c1)C(C)=O	1.2	-9%	-2%	2%	14%	i	-3%	0.3%	-27%
CC1CC(C)CN(CCOc2ccccc2-c2ccccc2)C1 (configuration not stated)	3.0	0%	5%	5%	-4%	i	0%	-0.4%	2%
CC(/C=N/N1CCN(Cc2ccccc2)CC1)=C\c1ccccc1	0.7	-15%	-4%	0%	18%	i	-13%	3.7%	6%
Cc1cc(C)n(C(=O)CNC(=O)C(c2ccccc2)c2ccccc2)n1	1.1	x	0%	0%	-2%	i	-1%	3.6%	0%
Cc1ccc(-n2nc(C)c3c(C(=O)NCc4ccccc4)cc(C4CC4)nc32)cc1	x	17%	16%	11%	x	x	x	-0.8%	x
N=C(CC1CC(=O)NC(=O)C1)C1=C(O)CCCC1=O	-3.2	-7%	-21%	2%	7%	i	2%	-0.9%	-16%
Cc1cc(C)n2ncnc2n1	-1.8	3%	10%	1%	12%	x	2%	-0.5%	-9%
O=C(NCCCN1CCCC1=O)c1ccc(CNS(=O)(=O)c2ccc(F)cc2)cc1	2.5	0%	0%	4%	-11%	i	-16%	-0.4%	4%
Cc1ccc(CN2CCSc3ccc(C(=O)N4CCN(c5cccc(C)c5C)CC4)cc32)cc1	x	6%	-15%	3%	x	x	x	-0.1%	x
COc1cc(OC)cc(C(=O)NCc2cc(C)nc3ccccc23)c1	-0.2	u	3%	-1%	-2%	i	1%	0.1%	-1%
O=C1CCN(C(=O)/C=C/c2ccccc2)c2ccccc21	-1.4	4%	1%	10%	1%	i	-2%	5.4%	2%
Cc1cc(C)nc(SCC(=O)Nc2ccc(N3CCOCC3)c(Cl)c2)n1	-4.9	x	3%	-14%	-1%	i	1%	0.6%	-1%
CCOC(=O)N1CCC(c2cc(=O)n3[nH]c(-c4ccccc4)cc3n2)CC1	-2.1	1%	u	-3%	-4%	i	0%	0.3%	8%
COC(=O)c1ccc2c(=O)n(NC(=O)C(c3ccccc3)c3ccccc3)c(=S)[nH]c2c1	0.3	6%	0%	7%	0%	i	-9%	-0.7%	1%
COc1ccc(C)cc1-n1nc2ccccc2n1	-0.7	5%	12%	1%	9%	i	-3%	20%	u
COC(=O)c1cc(S(=O)(=O)NCc2ccccc2)cn1C	0.1	-25%	12%	3%	6%	i	1%	0.5%	-8%
COCCN(CCOC)Cc1cc(=O)oc2cc3c(cc12)CCC3	0.8	20%	-23%	3%	-11%	i	-4%	-0.7%	6%
COc1ccc(Cl)cc1C(=O)N(Cc1nc(-c2cccc(C)c2)no1)C(C)C	0.4	u	u	u	15%	i	-13%	0.1%	-23%
Cc1ccc(S(=O)(=O)N2C[C@]3(O)C[C@@H]4C(=O)N(c5ccccc5)C(=O)[C@@H]4C[C@]3(OC(=O)NC3CCCC3)C2)cc1	-0.5	x	-4%	x	12%	i	x	0.3%	-2%
CCOc1ccccc1C1C(C(=O)Nc2ccc(OC)cc2)=C(C)Nc2nc(CCCO)nn21 (configuration not stated)	1.2	11%	-1%	5%	-5%	i	1%	-0.5%	12%
CC(C)c1ccc(Nc2c(-c3ccccn3)nc3ccccn23)cc1	x	u	u	u	x	x	x	1.3%	x
O=C(Nc1cc(C(F)(F)F)ccc1Cl)C1CCN(c2nnc(-n3cccc3)s2)CC1	-5.2	-15%	8%	-13%	-6%	i	2%	0.2%	8%
CN(C)CCNC(=O)Nc1cccc(Cl)c1Cl	0.0	-3%	-7%	-10%	5%	i	-2%	2.3%	-1%
Cc1ccc(S(=O)(=O)N(C)C)cc1NC(=S)N(CCC#N)Cc1cccnc1	0.1	-1%	2%	1%	11%	i	-2%	0.1%	-10%
CCN(CCn1cccn1)C(=O)c1cc(COc2ccc(F)cc2Cl)on1	4.7	5%	0%	-1%	-10%	i	1%	0.4%	-6%
CC1CC(C)CN(CCCNC(=O)c2ccc3c(SCC(=O)O)c4c(nc3c2)CCC4)C1 (configuration not stated)	0.6	13%	24%	16%	2%	i	0%	-1.0%	6%
CCOCCCNC(=O)C(c1ccccc1)N(Cc1ccc2c(c1)OCO2)C(=O)c1ccc(NC(C)=O)cc1 (configuration not stated)	x	7%[9.27 µM]	-6%	-7%	x	x	x	0.5%	x

An excerpt, so the mix of outcomes need not match the whole.
